High-throughput results as filed in PubChem BioAssay.
JMJD2E inh: blocks human JMJD2E demethylase activity | JMJD2E catalytic domain, FDH-coupled NADH fluorescence (FDH is formaldehyde dehydrogenase) | Potency, µM (titrated, usually from 57.1 µM), for inactives: at the top dose activity change, negative = inhibition, most hits filed as inhibitors | actives 1.6% (n = 230,000); active = well fitted inhibition curve with a large enough effect, not every such curve was filed as active; inconclusive = small, poorly fitted or top-dose-only effect, or another doubt; inactive = no such curve, though single readings can be large or run the other way;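 also: 0% = wells with enzyme and -100% = buffer wells without enzyme; nearly all actives have a fitted effect of over 50% in size; many of its hits are not listed in these tables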
Target sequence (B2RXH2 1-337 limits assumed): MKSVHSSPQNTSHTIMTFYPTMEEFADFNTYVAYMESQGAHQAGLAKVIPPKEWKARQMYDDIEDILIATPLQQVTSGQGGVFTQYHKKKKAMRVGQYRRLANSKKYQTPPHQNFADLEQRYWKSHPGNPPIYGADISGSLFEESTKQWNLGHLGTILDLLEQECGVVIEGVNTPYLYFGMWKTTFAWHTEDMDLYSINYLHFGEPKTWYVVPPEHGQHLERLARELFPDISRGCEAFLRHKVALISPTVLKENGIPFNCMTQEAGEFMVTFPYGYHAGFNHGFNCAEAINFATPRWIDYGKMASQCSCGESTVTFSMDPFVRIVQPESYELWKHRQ
HTT ATP protect: Huntington cell model cytoprotection by ATP luminescence | actives 0.14% (n = 230,000) | Potency, µM (series often up to 56.4 µM), for the others: cytoprotection (ATP increase), most hits filed as activators | PC12 HTT-Q103 induced, cytoprotection, ATP luminescence, 40 h | AID 1471;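 also: % of control where 0% means no effect; nearly all actives have a fitted effect of over 45% in size; toxic huntingtin expression switched on by the ecdysone agonist tebufenozide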
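Rat PC12, Q103 Htt exon1-GFP fusion, ecdysone promoter; tebufenozide inducer 100 nM final; compound titration; qHTS, 1500 cells/well; ATPlite luminescent read.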
Tau fibril ThT: blocks human tau fibril formation measured by thioflavin T; actives 2.1% (n = 270,000); recombinant tau K18 P301L, heparin-induced fibrillization, ThT fluorescence; P10636; Potency, µM (doses to about 57.4 µM), without a hit: top-dose activity, negative = inhibition, actives largely listed as inhibitors; also: % is scaled to controls: 0 for no effect and ±100 for the full control effect; nearly all actives have a fitted effect of over 55% in size
Target sequence (P10636 561-689 P618L limits assumed): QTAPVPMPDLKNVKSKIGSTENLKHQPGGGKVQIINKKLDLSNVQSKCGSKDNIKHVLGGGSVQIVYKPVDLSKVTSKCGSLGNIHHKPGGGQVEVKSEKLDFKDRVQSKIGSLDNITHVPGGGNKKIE
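Using a mix of unlabeled (15 uM) and Alexa 594-labeled (0.24 uM) tau K18 P301L, heparin-triggered fibrillization over 6 hr at 37 C was scored by ThT fluorescence.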
ALDH1A1 inh: ALDH1A1 (human) enzyme inhibition; AID 1030; P00352; Purified ALDH1A1, NADH fluorescence, propionaldehyde substrate; Potency, µM (titrated, usually from 75.3 µM), for inactives: at the highest dose activity, negative = inhibition, usual class: inhibitors; actives 7.3% (n = 220,000); active = well fitted inhibition curve with a large enough effect, not every such curve was filed as active; inconclusive = small, poorly fitted or top-dose-only effect, or another doubt; inactive = no such curve, though single readings can be large or run the other way;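 also: plate controls were no enzyme wells and a reference inhibitor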
Target sequence (P00352 whole entry, looked up): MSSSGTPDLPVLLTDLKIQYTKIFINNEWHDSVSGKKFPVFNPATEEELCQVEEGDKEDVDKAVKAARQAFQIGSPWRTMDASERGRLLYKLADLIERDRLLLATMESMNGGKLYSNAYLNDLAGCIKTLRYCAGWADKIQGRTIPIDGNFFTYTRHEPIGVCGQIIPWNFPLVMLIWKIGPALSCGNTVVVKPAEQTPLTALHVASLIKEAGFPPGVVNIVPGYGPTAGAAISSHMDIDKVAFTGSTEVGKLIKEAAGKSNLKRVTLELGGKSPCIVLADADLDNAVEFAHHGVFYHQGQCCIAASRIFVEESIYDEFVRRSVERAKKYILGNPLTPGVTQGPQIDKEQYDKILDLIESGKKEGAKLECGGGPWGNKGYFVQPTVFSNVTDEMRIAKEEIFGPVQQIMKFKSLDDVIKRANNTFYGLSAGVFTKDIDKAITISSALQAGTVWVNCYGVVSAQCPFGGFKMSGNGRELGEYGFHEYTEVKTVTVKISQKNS
Tau fluor cs: counter-screen for tau fibril formation inhibitors. tau K18 P301L (four-repeat tau fragment) Alexa594 fluorescence, heparin fibrillization. Potency, µM (titrated, usually from 57.7 µM), for inactives: at the highest dose activity change, negative = decrease. actives 0.93% (n = 280,000); also: % is scaled to controls: 0 for no effect and ±100 for the full control effect; nearly all actives have a fitted effect of over 55% in size
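Human K18 P301L tau (15 uM unlabeled plus 0.24 uM Alexa 594-labeled, final) in 100 mM sodium acetate pH 7 was mixed with compound and 20 uM heparin and incubated 6 hr at 37 C.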
HttQ103 aggreg: reduces HttQ103-GFP aggregates in PC12 cells; PC12 HttQ103-GFP aggregates, Acumen cytometry, 40 h; Potency, µM (doses to about 46.1 µM), for inactives: at the highest dose activity change, negative = inhibition, most hits filed as inhibitors; actives 1.1% (n = 220,000); also: % is scaled to controls: 0 for no effect and ±100 for the full control effect; nearly all actives have a fitted effect of over 60% in size
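Read-out: GFP aggregate count by laser scanning cytometer (488 nm excitation, 500-530 nm emission, 1–25 µm objects >6 SD above background). Cells: PC12, inducible HTTex1-Q103-GFP, 100 nM tebufenozide; compounds titrated.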
SMN2 splice enh: enhancers of SMN2 splice variant expression; HEK293 SMN2-luciferase splicing reporter, luminescence, 30-36 h; Potency, µM (series often up to 46.1 µM), without a hit: at the top dose activity change, positive = activation, actives largely listed as activators; actives 2.8% (n = 210,000); AID 1458; also: % of control where 0% means no effect; nearly all actives have a fitted effect of over 55% in size
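HEK293 cells carry an SMN2 minigene-luciferase reporter in which exon 7 inclusion puts luciferase in frame. Cells were seeded at 2000 cells/well, attached for 10-12 hours, then exposed to compounds for 30-36 hours at 37C before ONE-Glo luminescence.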
Tau FP inhib: blocks human tau fibril formation measured by polarization. P10636. K18 P301L tau heparin fibrillization, Alexa594 FP, 6 h. Potency, µM (doses to about 57.7 µM), inactives show at the highest dose activity, negative = inhibition, most hits filed as inhibitors. actives 0.39% (n = 280,000); also: % is scaled to controls: 0 for no effect and ±100 for the full control effect; nearly all actives have a fitted effect of over 55% in size
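Human K18 P301L fragment (15 uM unlabeled plus 0.24 uM Alexa 594-labeled) in 100 mM sodium acetate pH 7 with compound, aggregation induced by 20 uM heparin for 6 hr at 37 C. ThT (30 uM) added for 1 hr, then Alexa 594 FP read.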
* hit, by the source's call; ? = inconclusive; · = no result given; ! = repeats disagree; [ ] = remark or other dose. Unless noted, calls follow the shape of the dose curve; as a rule, active = well fitted curve in the direction sought with a large enough effect; inconclusive = small, poorly fitted or top-dose-only effect, or another doubt; inactive = no such curve, though single readings can be large; an effect the other way counts as inactive or inconclusive. Potency is read from the fitted curve at half-maximal effect. A portion of the library; rates above refer to the full screens.

SMILES	JMJD2E inh	HTT ATP protect	Tau fibril ThT	ALDH1A1 inh	Tau fluor cs	HttQ103 aggreg	SMN2 splice enh	Tau FP inhib
COC(=O)C1=C(C)NC(=S)NC1/C=C/c1ccccc1 (stereo not given)	8%	·	3%	1.1µM*	-4%	9%	-18%	2%
COc1ccc(C(=O)N2CCCC2)cc1S(=O)(=O)N1CCC(C)CC1	2%	-17%	-2%	-11%	2%	13%	-6%	-2%
CCOC(=O)c1cc(-c2ccc(C)cc2)n(CC(=O)Nc2ccccc2F)c1C	·	·	6%	·	-5%	·	5%	-5%
Cc1c(C(=O)C(=O)NCc2ccco2)c2ccccc2n1C	-11%	1%	-4%	-1%	-7%	-11%	-37%	-12%
CCC(C)n1c(SC(C)C#N)nc2ccccc2c1=O (stereo not given)	1%	-3%	8%	?	-2%	-4%[9.22 µM]	-19%	3%
O=C(Nc1ccc2c(c1)OCO2)c1cnc2n(c1=O)CCS2	5%	1%[10 µM]	?	?	-13%	-14%	13µM*	-2%
COc1ccc(S(=O)(=O)Cc2ccc(C(=O)N3CCN(c4ccccc4F)CC3)o2)cc1	-2%	-8%	-23%	-11%	-13%	-2%	-13%	4%
Cc1cc(NC(=O)c2cc(-c3ccccc3C)nc3ccccc23)no1	-4%	·	-6%	-5%	-12%	?	-4%	6%
CN1/C(=C\C(=O)COC(=O)c2ccc(O)c(O)c2)C(C)(C)c2ccccc21	?	-52%[inhibitor]	?	?	-15%	?	-2%	?
CCOC(=O)CSc1nc2ccc(N3CCOCC3)cc2c(=O)n1Cc1ccccc1	?	15%[10 µM]	?	?	?	19%	-17%	-16%
CCN(CC)C(=O)c1cc2cc([N+](=O)[O-])ccc2s1	1%	-27%	-7%	-5%	-4%	-4%	-23%	-1%
Cc1ccc(S(=O)(=O)N2CC3CCCN3c3ccc(C(F)(F)F)cc32)cc1 (stereo not given)	0%	1%	-6%	-4%	-26%	-24%	-7%	4%
O=C(ONC1=NCCCCC1)c1cccc([N+](=O)[O-])c1	5%	12%	0%	1%	2%	-5%	-42%[inhibitor]	-5%
COC(=O)N/N=C/c1cc(OC)c(O)c([N+](=O)[O-])c1	-1%	-5%[10 µM]	?	3%	2%	-6%	7%	2%
COc1ccc(-c2ccc(-c3nnn(CC(=O)N4CCOCC4)n3)cc2)cc1	?	-86%[inhibitor][10 µM]	7%	?	9%	4%[9.22 µM]	?	3%
Cn1c(N)c(C(=O)c2ccc(Oc3ccccc3)cc2)c(=O)n(C)c1=O	0%	6%[10 µM]	2%	-2%	0%	13%	-2%	-2%
Cc1ccccc1-c1nnc(SCCOc2ccc3c(C)cc(=O)oc3c2)o1	?	17%	?	?	-18%	9%	-36%[inhibitor]	6%
Cc1cccc(NC2=C(NCCO)C(=O)c3ccccc3C2=O)c1	?	23%[10 µM]	25µM*	25µM*	?	-32%	-19%	?
CCOC(=O)CCc1c(C)nc2cc(-c3cc(OC)cc(OC)c3)[nH]n2c1=O	·	·	8%	·	-9%	·	-8%	10%
CC1CCC(C(C)C)C(OCC(O)C[N+]2(C)CCCCC2)C1 (stereo not given)	?	18%[10 µM]	0%	10%	-8%	9%[9.22 µM]	·	1%
COc1ccc(CN2CCOCC2)cc1	0%	18%	-8%	9%	-4%	15%[9.22 µM]	-26%	-6%
COc1ccc(/C=N/NC(=O)c2nc(Cl)c(Cl)c(N)c2Cl)cc1COc1ccccc1F	?	-40%[inhibitor]	3%	?	?	-7%	-12%	?
CCc1ccc([C@@H]2C[C@H]3CN(Cc4ccccc4OC)C(=O)[C@]34CCCN24)cc1	11%	-42%[inhibitor]	-11%	1%	-1%	-16%	·	4%
Fc1ccc2[nH]c3c(Cl)ncnc3c2c1	?	18%[10 µM]	8%	?	2%	9%[9.22 µM]	·	?
COC(=O)c1ccc(/C=N/NC(=S)NC(C)C)cc1	?	30%[10 µM]	1%	·	5%	-23%[9.22 µM]	·	3%
Cc1ccc(C(=O)NNC(=O)OC(C)(C)C)c(Cl)c1	-2%	-13%	-9%	9%	-3%	-5%	18%	5%
COc1cc(CC(=O)NCCc2ccc(S(N)(=O)=O)cc2)cc(OC)c1OC	-14%	2%	-6%	1%	-9%	2%	-21%	-6%
CC(=O)Nc1ccc(SCC(=O)Nc2cc(C)on2)cc1	8%	-20%	11%	22µM*	5%	27%	6%	2%
COc1ccc(Cl)cc1N1C(=O)C2CCCN2C1c1sccc1C (stereo not given)	3%	-46%[inhibitor]	-2%	?	-7%	-20%	-10%	-12%
Cc1cc(=O)n2nc(N3CCC(C(=O)NCc4cccnc4)CC3)sc2n1	3%	9%	-29%	-4%	0%	-12%	42%	7%
C[C@H]1Cc2c(COc3ccccc3)nc3c(c2CO1)CN(C(=O)Nc1cccc(C#N)c1)CC3	-4%[11.4 µM]	-21%[10 µM]	3%[11.5 µM]	-14%[13.5 µM]	-12%[11.6 µM]	·	1%[9.22 µM]	-9%[11.6 µM]
N#CCCn1nc(-c2ccccc2)cc1Nc1ccccc1NC(=O)c1cccs1	-1%	-27%	1%	-7%	?	-19%	-12%	?
CC1(C)CC(CCNC(=O)CCl)(c2ccccc2)CCO1 (stereo not given)	-1%	22%[10 µM]	-1%	·	3%	-7%[9.22 µM]	·	5%
C/C(NCCN1CCOCC1)=C(\C#N)C(N)=O	-3%	2%[10 µM]	0%	3%	-5%	4%	-7%	?
Cc1ccc(-c2nc(N3CCN(c4ccccc4Cl)CC3)c3ccccc3n2)cc1	·	·	-7%	·	-7%	·	-3%	-17%
c1cc2ccc3ccc(CN4CCOCC4)c4ccc(c1)c2c34	?	-47%[inhibitor]	-12%	-4%	-23%	-7%	-10%	7%
CCOC(=O)C1(CCCc2ccccc2)CCN(C(=O)CCn2cncn2)CC1	-16%	-14%[10 µM]	0%	?	-2%	-9%[9.22 µM]	·	-2%
FC(F)(F)Oc1ccccc1-c1nnc(-c2cccc(C(F)(F)F)c2)o1	?	0%[10 µM]	?	7%	-20%	-11%[9.22 µM]	·	-6%
CC(=O)N1CCc2c(sc3c2c(=O)n(Cc2ccccc2)c(=O)n3CC(=O)Nc2ccc(C)c(F)c2)C1	·	·	?	·	?	·	9%	28µM*
COC(=O)c1c(N)sc(C(C)=O)c1C	2%	-14%	-16%	4%	-7%	-13%	18%	8%
CCCCC(=O)NNC(=O)CC(=O)Nc1ccccc1C(=O)O	-2%	6%[10 µM]	-4%	·	-9%	-2%[9.22 µM]	·	-8%
Cc1ccc(S(=O)(=O)/N=C(\CSC(N)=O)Nc2ccccc2)cc1	3%	1%	-9%	-14%	-8%	-16%	20%	-2%
C/C(CC(=O)NCc1ccc(Cl)cc1)=N\NC(=O)Cc1ccccc1	11%	·	-1%	?	2%	4%	-10%	7%
COc1ccc(C(=O)CC(Nc2ccc([N+](=O)[O-])cc2)c2ccc(OC)cc2)cc1 (stereo not given)	-7%	25%[10 µM]	-20%	?	?	-4%	-27%	?
COc1ccc(S(=O)(=O)NCc2ccccc2)cc1	-5%	-6%	-7%	?	-5%	7%	21%	4%

Reprinted from the part before: 2 entries; new compounds follow.
SMILES	JMJD2E inh	HTT ATP protect	Tau fibril ThT	ALDH1A1 inh	Tau fluor cs	HttQ103 aggreg	SMN2 splice enh	Tau FP inhib
COc1ccc(C(=O)CC(Nc2ccc([N+](=O)[O-])cc2)c2ccc(OC)cc2)cc1 (stereo not given)	-7%	25%[10 µM]	-20%	?	?	-4%	-27%	?
COc1ccc(S(=O)(=O)NCc2ccccc2)cc1	-5%	-6%	-7%	?	-5%	7%	21%	4%
O=C(NC(Cc1ccccc1)C(=O)O)/C(=C/c1ccco1)NC(=O)c1cccc(Br)c1 (stereo not given)	-30%	7%[10 µM]	?	-11%	-10%	-3%	-10%[1.84 µM]	-6%
COc1ccc(OC2C=CC(c3ccccc3)OC2CO)c(C(C)=O)c1 (stereo not given)	·	-5%[10 µM]	-14%[11.5 µM]	-3%[13.5 µM]	-12%[11.6 µM]	·	·	-12%[11.6 µM]
COc1ccc(NC(=O)Cn2c(=O)n(CCc3ccccc3)c(=O)c3ccccc32)cc1	·	·	4%	·	-17%	·	6%	?
CCOC(=O)c1c(CNc2ccncc2)n(C)c2cc(Br)c(O)cc12	-4%	-67%[inhibitor][10 µM]	-6%	1%	-5%	8%	13%	3%
O=C(NCCc1ccc(F)cc1)c1n[nH]c2ccccc12	-14%	·	-6%	-2%	-10%	7%	?	0%
O=C(CSc1nnnn1-c1ccc(Cl)cc1)N1CCc2ccccc2C1	1%	-3%[10 µM]	-9%	?	-14%	0%	-1%	-4%
C[C@@H]1CNCCN1S(=O)(=O)c1cccc2cnccc12	-7%	13µM*!	-6%	-3%	-7%	·	·	0%
c1ccc(CC2CCCNC2)cc1 (stereo not given)	-1%	7%[10 µM]	-6%	10%	-6%	5%[9.22 µM]	·	-3%
Cc1cc(NC(=O)COC(=O)C2CCN(S(=O)(=O)c3cccc(Cl)c3Cl)CC2)no1	2%	-5%	-13%	2%	?	13%	14%	?

An excerpt from above in order of their number in JMJD2E inh, falling.
molecule | JMJD2E inh | Tau fibril ThT | ALDH1A1 inh | HttQ103 aggreg | Tau FP inhib
Cc1cc(NC(=O)COC(=O)C2CCN(S(=O)(=O)c3cccc(Cl)c3Cl)CC2)no1 | 2% | -13% | 2% | 13% | ?
c1ccc(CC2CCCNC2)cc1 (stereo not given) | -1% | -6% | 10% | 5%[9.22 µM] | -3%
COc1ccc(S(=O)(=O)NCc2ccccc2)cc1 | -5% | -7% | ? | 7% | 4%

Printed as active in Tau fibril ThT, among the entries above:
canonical_smiles	JMJD2E inh	Tau fibril ThT	ALDH1A1 inh	HttQ103 aggreg	Tau FP inhib
Cc1cccc(NC2=C(NCCO)C(=O)c3ccccc3C2=O)c1	?	25µM*	25µM*	-32%	?
